# Abeta rescue – A-beta toxicity reversal in yeast; yeast expressing A-beta42, growth rescue, OD600, 48 h; response scale: 0% DMSO, 100% iron-clioquinol control; Potency, µM (highest dose often 46.1 µM), without a hit: at the top dose growth rescue, usual class: activators; 0.063% of 410,000 active; AID 1347071; note: potency is the fitted concentration of half-maximal effect; nearly all actives have a fitted effect of over 55% in size
#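 Yeast A-beta toxicity model in growth medium with pinned compounds, 48 h at 30 C; growth read as absorbance at 600 nm. Normalized to FeCl3/clioquinol equimolar mix (positive) and DMSO (negative).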
# IL-2 act – IL-2 activation. IL-2 activation reporter assay, cell-based qHTS; stimulated with anti-CD3/CD4/CD28 beads; in transgenic mouse T cells. activation, % (series mostly up to about 46 µM). 0.065% of 360,000 active. AID 652025; in the data active = activation above about 50%; inconclusive = mostly about 30% to 49%; note: 0% is about no effect
#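 Quantitative HTS in unstimulated transgenic mouse T cells, with memory T cells as non-tolerant control and PMA/ionomycin as tolerance-bypass control. Compound pretreatment lasted 60 minutes before 18 h bead stimulation; EGFP/DsRed fluorescence read.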
# WRN helicase inh – inhibitors of human WRN helicase; WRN helicase unwinding, fluorescent forked duplex, kinetic; 0.46% of 360,000 active; Potency, µM (top dose mostly 114 µM), inactives show top-dose activity change, negative = inhibition, most hits filed as inhibitors; Q14191; AID 651768; note: potency is the fitted concentration of half-maximal effect; % is set by controls: 0 for no effect and ±100 for the full control effect; nearly all actives have a fitted effect of over 55% in size
# Target sequence (Q14191 whole entry, looked up): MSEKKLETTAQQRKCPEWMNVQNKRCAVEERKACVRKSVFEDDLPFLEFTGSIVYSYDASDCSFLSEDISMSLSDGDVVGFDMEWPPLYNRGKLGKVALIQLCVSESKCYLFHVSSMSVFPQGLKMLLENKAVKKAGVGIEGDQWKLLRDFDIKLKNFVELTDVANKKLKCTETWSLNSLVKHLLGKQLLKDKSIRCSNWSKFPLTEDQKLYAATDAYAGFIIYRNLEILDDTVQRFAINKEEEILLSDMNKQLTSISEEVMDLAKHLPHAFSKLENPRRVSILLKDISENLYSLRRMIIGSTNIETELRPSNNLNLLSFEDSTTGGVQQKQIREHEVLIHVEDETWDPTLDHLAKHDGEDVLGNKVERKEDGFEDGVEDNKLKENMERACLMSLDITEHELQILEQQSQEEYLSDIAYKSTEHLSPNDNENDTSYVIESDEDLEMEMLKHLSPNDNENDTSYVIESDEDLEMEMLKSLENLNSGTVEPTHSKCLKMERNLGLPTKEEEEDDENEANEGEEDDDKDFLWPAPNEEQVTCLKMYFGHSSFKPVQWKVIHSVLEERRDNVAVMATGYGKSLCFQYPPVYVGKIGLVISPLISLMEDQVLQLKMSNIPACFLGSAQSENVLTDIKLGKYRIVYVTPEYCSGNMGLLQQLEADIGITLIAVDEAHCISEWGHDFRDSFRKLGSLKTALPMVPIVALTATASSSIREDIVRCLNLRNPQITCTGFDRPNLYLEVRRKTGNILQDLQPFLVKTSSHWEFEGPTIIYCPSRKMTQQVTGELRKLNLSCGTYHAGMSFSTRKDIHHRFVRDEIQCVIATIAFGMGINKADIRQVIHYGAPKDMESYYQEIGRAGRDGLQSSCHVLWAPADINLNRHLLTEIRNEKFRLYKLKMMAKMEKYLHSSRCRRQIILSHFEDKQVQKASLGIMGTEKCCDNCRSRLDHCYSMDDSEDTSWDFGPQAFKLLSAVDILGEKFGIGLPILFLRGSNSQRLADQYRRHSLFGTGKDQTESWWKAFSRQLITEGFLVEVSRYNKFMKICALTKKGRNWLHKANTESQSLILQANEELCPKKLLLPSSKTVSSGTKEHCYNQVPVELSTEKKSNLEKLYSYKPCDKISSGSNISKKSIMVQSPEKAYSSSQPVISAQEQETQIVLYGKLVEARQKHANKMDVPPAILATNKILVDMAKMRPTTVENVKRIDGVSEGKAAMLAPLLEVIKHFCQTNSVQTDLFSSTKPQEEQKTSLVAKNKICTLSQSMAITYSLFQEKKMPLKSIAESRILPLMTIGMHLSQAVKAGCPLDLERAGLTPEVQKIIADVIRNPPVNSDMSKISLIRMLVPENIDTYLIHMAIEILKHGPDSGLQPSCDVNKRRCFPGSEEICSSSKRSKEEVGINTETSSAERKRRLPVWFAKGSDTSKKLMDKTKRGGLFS
#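 Screening of the MLSMR collection measured strand separation of a quenched forked DNA duplex (100 nM) by 20 nM WRN with 2 mM ATP, all final. Compounds were preincubated with enzyme 15 min at room temperature.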
# FUS suppressor – suppressors of FUS proteinopathy in yeast; S. cerevisiae FUS-expressing, growth rescue, OD600, 24 h; Potency, µM (highest dose often 76.6 µM), inactives show at the top dose growth rescue (activation), hits mostly activators; AID 1347120; 0.24% of 390,000 active;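 note: potency is the fitted concentration of half-maximal effect; plate controls were DMSO vehicle for no effect and reference control for full effect; nearly all actives have a fitted effect of over 55% in size; some results filed as inactive show a strong effect at the top dose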
#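 Yeast FUS proteinopathy model; galactose-induced FUS (2%), starting OD 0.005. Cpds in dilution series, 24hr, 30C, 99% humidity. Abs 600 nm growth. Pos ctrl CP55940 (top 92uM final); neg ctrl DMSO.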
# PLK1 PBD block – blocks phosphopeptide binding to human PLK1 polo-box domain; 2.8% of 360,000 active; P53350; Potency, µM, without a hit: max response, negative = inhibition, usual class: inhibitors; Plk1 PBD binding of FITC phosphopeptide, fluorescence polarization; note: potency is the fitted concentration of half-maximal effect; series mostly up to about 57 µM; % is set by controls: 0 for no effect and ±100 for the full control effect; nearly all actives have a fitted effect of over 65% in size
# EPAC1 antag – blocks human EPAC1 exchange factor. O95398. EPAC1 GEF assay, Rap1b-BODIPY-GDP exchange fluorescence. Potency, µM (highest dose often 115 µM), for inactives: top-dose activity change, negative = inhibition, most hits filed as inhibitors. 0.14% of 360,000 active;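 note: potency is the fitted concentration of half-maximal effect; plate controls were vehicle for no effect and positive control for full effect; nearly all actives have a fitted effect of over 50% in size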
# EPAC1 ag – EPAC1 (human) agonism; O95398; EPAC1 agonist qHTS, biochemical assay; response scale: 100% = response to 6.5 mM cAMP; Potency, µM (doses to about 154 µM), without a hit: at the highest dose activation, usual class: activators; 0.073% of 360,000 active; AID 720707; note: potency is the fitted concentration of half-maximal effect; nearly all actives have a fitted effect of over 60% in size
#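 Nucleotide exchange by EPAC1 (100 nM) on Rap1B–BODIPY-GDP (250 nM) in the presence of 50 uM GDP is tracked fluorescently at 480/540 nm over 30 min. Signals are normalized to a 6.5 mM cAMP control.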
# PI5P4Ka inh – inhibitors of human PI5P4K alpha. 1.2% of 330,000 active. PI5P4Kalpha enzyme, ADP-Glo luminescence, 60 min; hits give low values. max response, %; active = max response of -50% or lower; inconclusive = between -30% and -50%; inactive = -30% or higher; note: value at the top dose of about 77 µM; % is set by controls: 0 for no effect and ±100 for the full control effect
#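 Reactions run in 0.038 M HEPES pH 7.4, 0.28 mM EGTA, 0.1% CHAPS and 5% DMSO, with PI5P4Kalpha, substrate, compound and 5 microM ATP final, one hour at room temperature. Readout is ADP-Glo luminescence.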
# Numbers without * were called inactive; ? = inconclusive; nt = no result given; [ ] = dose if it differs, or a comment. Unless noted, calls come from the whole dose curve; as a rule, active = well fitted curve in the direction sought with a large enough effect; inconclusive = small, poorly fitted or top-dose-only effect, or another doubt; inactive = no such curve, though single readings can be large; an effect the other way counts as inactive or inconclusive.
nr	mol	Abeta rescue	IL-2 act	WRN helicase inh	FUS suppressor
1	Cc1ccc2c(c1)N(CC(=O)N1CCCC1)C(=O)C(C)O2 (stereo unspecified)	6%	0.3	4%	-9%
2	O=C(CN1CCCCC1)NN(Cc1ccccc1)c1ccccc1	-10%	0.7	-11%[57.1 µM]	4%
3	CNc1ccc(Br)cc(C(=O)/C=C/c2ccc3c(c2)OCO3)c1=O	-5%	0.0	?	?
4	CC(C)(C)OC(=O)N1CCC[C@H]1c1nnc(SCc2ccc(Cl)cc2)o1	-10%	-3.5	6%	36%
5	S=C(NCc1ccco1)Nc1ccccc1	-4%	0.5	-3%	-5%
6	CCN(CC)c1nc(SCCOC(=O)Nc2ccccc2)nc(N(CC)CC)n1	-12%	-1.5	-23%	27%
7	CC(c1cccs1)N(Cc1ccco1)C(=S)Nc1ccc(F)c(Cl)c1 (stereo unspecified)	8%	1.0	-1%	-10%
8	COc1cc2c(cc1OC)[C@@H]1Cc3ccc(OC)c(OC)c3CN1CC2	-12%	-4.7	2%	-9%
9	O=C(CCc1nnc2ccc(NCc3ccccc3Cl)nn12)NCC1CCN(C2CCCC2)C1 (stereo unspecified)	-10%	-2.2	-23%	?
10	Cc1cc(OCc2cn3cccnc3n2)ccc1Cl	-6%	-1.8	-9%	nt
11	Cc1ccccc1Nc1nc(N)nc(CSc2ccccc2)n1	?	-2.0	-9%	13%
12	Cc1ccc(-c2cc(C(F)(F)F)c(C#N)c(=O)[nH]2)cc1	1%	0.6	?	nt
13	Cc1[nH]nc(C(=O)NN=Cc2ccccc2Cl)c1N=NN(C)C	-35%[inhibitor]	2.2	?	nt
14	COc1cccc(COC(=O)c2ccc3c(c2)NC(=O)C(C)S3)c1OC (stereo unspecified)	-3%	-0.5	-22%	1%
15	CC1CCC(NC(=O)c2cc(Cl)nc3ccccc23)CC1 (stereo unspecified)	5%	-0.7	6%	-16%

nr	PLK1 PBD block	EPAC1 antag	EPAC1 ag	PI5P4Ka inh
1	-3%	-8%	3%	3
2	-6%	15%	-7%	9
3	19µM*	?	0%	?
4	-14%	-12%	-11%	-3
5	-10%	-3%	6%	-3
6	-14%	-19%	1%	nt
7	-9%	2%	5%	2
8	1%	-26%	-1%	-4
9	-22%	-18%	1%	-5
10	-8%	2%	5%	0
11	-13%	-18%	3%	4
12	-15%	-5%	-3%	8
13	-5%	3%	0%	0
14	-4%	-18%	-13%	-27
15	-9%	-6%	-2%	1

# The list goes on.
nr	mol	Abeta rescue	IL-2 act	WRN helicase inh	FUS suppressor
16	CC(=O)c1sc(NC(=O)C2CCN(C(=O)c3ccccc3C)CC2)nc1-c1ccccc1	17%	-5.4	1%	18%
17	CCNC(=O)C1(C)CCN1CCC(=O)c1ccc(Br)cc1 (stereo unspecified)	-7%	-0.7	-17%	-7%
18	COC(=O)CN(c1cccc(F)c1)S(C)(=O)=O	21%	-1.1	9%	-8%
19	CCOC(=O)c1sc(N)c(C(=O)OCC)c1C	2%	-1.0	-10%	4%
20	O=c1[nH]c2ccc(S(=O)(=O)N3CCCCC3)cc2[nH]1	3%	-0.7	3%	28%
21	CCC(=O)NC(C)C(c1cccs1)N1CCN(c2ccccc2)CC1 (stereo unspecified)	-5%	-0.2	0%	20%
22	CCOCC(=O)Nc1ccc(S(=O)(=O)NCCc2ccccc2)cc1	0%	-0.3	4%	-6%
23	COc1ccc(NC(=O)CC2C(=O)N(c3ccc(OC)cc3)C(=O)N2CCN2CCN(C)CC2)cc1 (stereo unspecified)	1%	-0.7	-6%	27%
24	CCCCCC(=O)N1C[C@@H](n2cc(COC(=O)c3ccccc3)nn2)[C@H](O)C[C@@H]1c1ccccc1	-11%	-2.4	1%	34%
25	COc1cc(OC)cc(C(=O)NC(c2ccccc2)c2ccccc2)c1	-13%	-0.6	-2%	-16%
26	CCn1c(CCNC(=O)c2ccc(Cl)cc2Cl)n[nH]c1=S	-13%	-0.3	0%	29%
27	CC1(C)CCCC2=C1CC1C(=O)N(N)C(=O)C1C2 (stereo unspecified)	-7%	-0.8	0%	24%
28	COc1ccc(F)cc1S(=O)(=O)NCC1CCCO1 (stereo unspecified)	4%	1.7	-17%	-17%
29	Cc1nnc(NC(=O)CSC2CCCCC2)s1	3%	-0.6	0%	-17%
30	O=C(N/N=C/C=C\c1ccco1)c1ccccn1	5%	-0.6	35µM*	29%

nr	PLK1 PBD block	EPAC1 antag	EPAC1 ag	PI5P4Ka inh
16	2%	-12%	0%	-8
17	?	9%	-11%	1
18	-17%	1%	-8%	0
19	-15%	-3%	-5%	4
20	-2%	9%	-1%	nt
21	-8%	3%	6%	nt
22	-16%	-7%	-4%	-3
23	-3%	18%	0%	nt
24	-21%	-5%	-5%	0
25	-11%	-3%	4%	-1
26	-9%	-12%	4%	nt
27	-10%	-7%	4%	4
28	-4%	-1%	-6%	-4
29	1%	-10%	-2%	-3
30	?	?	-6%	-55*

# Following part:
nr	mol	Abeta rescue	IL-2 act	WRN helicase inh	FUS suppressor
31	N#Cc1ccc2ccn(CC(=O)NCc3ccco3)c2c1	-4%	-2.9	-1%	49%
32	CNC(=S)NCCc1c[nH]c2ccc(OC)cc12	-11%	1.7	5%	9%
33	CC(Cl)C(=O)N1c2ccccc2CCc2ccccc21 (stereo unspecified)	6%	-2.6	-2%	-18%
34	CCc1ccc(NC(=O)CCC(=O)Nc2nnc(C(F)(F)F)s2)cc1	1%	-3.7	5%	-3%
35	COC(=O)C[C@H]1C=C[C@@H](NC(=O)Cc2cccnc2)[C@@H](CO)O1	-2%	-0.6	-6%	-10%
36	Cc1cc(C)n(CC(O)Cn2c3ccccc3c3ccccc32)c(=O)n1 (stereo unspecified)	8%	0.9	-8%	10%
37	CC[C@]12C(=O)N(C)C[C@H]([C@@H]3C(=O)N(C)C(=O)[C@@H]31)N2C(=O)c1ccc(Br)cc1	1%	-0.5	6%	-13%
38	N#CN=CN1CC=C(c2ccc(Cl)cc2)CC1	12%	0.9	-2%	-6%
39	CC(C)[C@H](NC(=O)NCCC1=CCCCC1)C(=O)O	-11%	-0.4	6%	-4%
40	O=C(COc1ccc(F)cc1Br)N1CCN(S(=O)(=O)/C=C/c2ccccc2)CC1	7%	1.0	2%	32%
41	CCOC(=O)C1=C(C)N=c2sc(=Cc3cc(Cl)c(OCC(=O)O)c(OC)c3)c(=O)n2C1c1ccccc1Cl (stereo unspecified)	-22%	-0.1	-22%	9%
42	Clc1ccc(-c2c(C3=NCCCN3)nnn2-c2ccc(Cl)cc2)cc1	6%	-1.1	-3%	-12%
43	O=C(C1=C[C@@H](c2coc3ccccc3c2=O)C[C@@H](OCc2ccc(CO)cc2)O1)N1CCN(Cc2ccccc2)CC1	3%	-0.3	-15%	4%
44	COc1ccccc1N1CCN(C2CCCN(Cc3ccccc3OCCO)C2)CC1 (stereo unspecified)	4%	-3.1	9%	5%
45	Cc1cc(N/N=C/c2ccc3c(c2)OCO3)nc2ccccc12	-17%	1.3	-13%	-5%

nr	PLK1 PBD block	EPAC1 antag	EPAC1 ag	PI5P4Ka inh
31	-16%	-13%	5%	-26
32	-7%	-3%	1%	1
33	2%	-8%	-8%	3
34	-9%	-18%	-7%	-4
35	-3%	23%	-7%	1
36	-7%	-10%	7%	nt
37	-13%	-2%	-12%	-6
38	-2%	5%	-3%	-3
39	-10%	20%	-1%	3
40	8%	-5%	-7%	1
41	27µM*	-18%	-5%	-5
42	-4%	-13%	13%	2
43	-3%	-18%	-9%	1
44	-7%	-25%	-1%	0
45	4%	-14%	-3%	-6

# Entries of single compounds, quoted from the list.
# CCc1ccc(NC(=O)CCC(=O)Nc2nnc(C(F)(F)F)s2)cc1 as listed: Abeta rescue: 1%; IL-2 act: -3.7; WRN helicase inh: 5%; FUS suppressor: -3%; PLK1 PBD block: -9%; EPAC1 antag: -18%; EPAC1 ag: -7%; PI5P4Ka inh: -4
# CC1(C)CCCC2=C1CC1C(=O)N(N)C(=O)C1C2 (stereo unspecified) as listed: Abeta rescue: -7%; IL-2 act: -0.8; WRN helicase inh: 0%; FUS suppressor: 24%; PLK1 PBD block: -10%; EPAC1 antag: -7%; EPAC1 ag: 4%; PI5P4Ka inh: 4

# Excerpt: entries 31–32
nr	mol	Abeta rescue	IL-2 act	WRN helicase inh	FUS suppressor
31	N#Cc1ccc2ccn(CC(=O)NCc3ccco3)c2c1	-4%	-2.9	-1%	49%
32	CNC(=S)NCCc1c[nH]c2ccc(OC)cc12	-11%	1.7	5%	9%

nr	PLK1 PBD block	EPAC1 antag	EPAC1 ag	PI5P4Ka inh
31	-16%	-13%	5%	-26
32	-7%	-3%	1%	1

# More results follow:
nr	mol	Abeta rescue	IL-2 act	WRN helicase inh	FUS suppressor
46	CCn1c(=O)n(CC)c2cc(N)ccc21	-3%	-2.0	3%	-5%
47	CCCc1c(C(=O)N/N=C/c2ccco2)nnn1-c1nonc1N	2%	-4.9	-9%	?
48	CCCCC(=O)Nc1nnc(CCOC)s1	8%	-0.1	0%	-28%
49	Cc1ccc(NC(=O)Cc2noc3ccccc23)nc1	1%	-2.2	5%	nt
50	O=C(Nc1cnc2ccccc2c1)c1ccncc1	-10%	-1.5	-2%	13%
51	CCn1c2ccccc2c2cc(NC(=O)CNC)ccc21	-8%	-0.4	-5%	37%
52	CCC(=O)N1CCCC(C)(C(=O)Nc2ccc(OC)c(F)c2)C1 (stereo unspecified)	-2%	0.7	6%	-23%
53	O=C(O)CN=C(Nc1cc(Cl)cc(Cl)c1)NC(c1ccccc1)c1ccccc1	12%	0.3	0%	29%
54	CCOc1cc(C(=O)Nc2cc3c(cc2N2CCCC2)n(C)c(=O)n3C)cc(OCC)c1OCC	-6%	-0.7	-10%	12%

nr	PLK1 PBD block	EPAC1 antag	EPAC1 ag	PI5P4Ka inh
46	-3%	-2%	13%	4
47	-2%	-18%	6%	0
48	-15%	1%	1%	2
49	-11%	0%	10%	-11
50	-7%	-4%	-8%	-1
51	-23%	-11%	8%	-7
52	4%	-1%	0%	-2
53	1%	-4%	5%	8
54	-3%	17%	-2%	-2

# Compound activity as filed in PubChem.
